14-3-3 Bad PPI – disrupts binding of bovine 14-3-3 zeta to phospho-Bad peptide | 0.71% of 220,000 active | P63103 | AID 781 | TR-FRET 14-3-3zeta/Dy647-pBad peptide displacement, 1 h | inhibition, % at 21.7 µM;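 active = inhibition above about 70%, limit read from the data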;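 note: 0% = full 14-3-3 plus peptide FRET controls and 100% = background without 14-3-3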
Target sequence (P63103 whole entry, looked up): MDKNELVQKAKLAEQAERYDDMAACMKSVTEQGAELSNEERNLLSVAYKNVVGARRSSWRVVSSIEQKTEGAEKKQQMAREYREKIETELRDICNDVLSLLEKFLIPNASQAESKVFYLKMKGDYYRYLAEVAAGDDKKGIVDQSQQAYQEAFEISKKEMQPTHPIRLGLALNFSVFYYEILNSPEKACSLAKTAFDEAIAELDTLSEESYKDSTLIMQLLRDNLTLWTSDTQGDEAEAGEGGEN
Rad51 HR inh – blocks human Rad51 in homologous recombination; hRad51 DNA strand exchange, fluorescence dequenching; Q06609; 0.085% of 200,000 active; inhibition, % at 10 µM;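 active = inhibition above 40% at the single screening dose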;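 note: 0% = DMSO control wells and 100% = blanks with heterologous ssDNA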
Target sequence (Q06609 whole entry, looked up): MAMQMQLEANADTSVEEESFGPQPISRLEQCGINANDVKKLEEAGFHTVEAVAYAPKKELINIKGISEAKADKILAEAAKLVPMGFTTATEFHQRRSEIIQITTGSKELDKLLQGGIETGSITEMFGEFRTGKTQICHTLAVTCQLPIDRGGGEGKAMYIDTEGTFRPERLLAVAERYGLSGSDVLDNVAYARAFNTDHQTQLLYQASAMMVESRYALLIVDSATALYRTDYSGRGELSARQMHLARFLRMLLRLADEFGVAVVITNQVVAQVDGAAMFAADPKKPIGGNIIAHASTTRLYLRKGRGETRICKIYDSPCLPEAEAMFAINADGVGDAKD
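material = hRad51 filaments on single-stranded DNA | timing = filaments 15 min 37 °C, then compound 30 min | signal = FRET fluorescence dequenching, excitation 485 nm, emission 520 nm | benchmarks = control wells and blank wells on each plate | evaluation = percent inhibition relative to plate controls and blanks | compound = 10 µM final, single point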
Tb hexokinase – T. brucei hexokinase 1 inhibition | recombinant TbHK1, G6PDH-coupled NADH A340 | 0.11% of 220,000 active | inhibition, % at 10 µM;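 active = inhibition of 50% or more in the single-dose primary screen; inactive = inhibition below 50%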
m-calpain inh – inhibitors of pig calpain II; purified calpain II, fluorogenic peptide substrate, 30 min; 0.37% of 220,000 active; inhibition, % at 16 µM;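 active = inhibition above about 50%, limit read from the data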
EP2 antag – EP2 receptor (human) inhibition; P43116; C6 glioma cells expressing human EP2, cAMP TR-FRET; cells stimulated with saturating PGE2; inhibition, % at 25 µM; 0.52% of 260,000 active; AID 1422;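 active = percent inhibition above 40 after rounding to a whole number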;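 note: rat C6 glioma host cells with rolipram phosphodiesterase inhibitor present; the protocol text gives 20 µM as final concentration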
Target sequence (P43116 whole entry, looked up): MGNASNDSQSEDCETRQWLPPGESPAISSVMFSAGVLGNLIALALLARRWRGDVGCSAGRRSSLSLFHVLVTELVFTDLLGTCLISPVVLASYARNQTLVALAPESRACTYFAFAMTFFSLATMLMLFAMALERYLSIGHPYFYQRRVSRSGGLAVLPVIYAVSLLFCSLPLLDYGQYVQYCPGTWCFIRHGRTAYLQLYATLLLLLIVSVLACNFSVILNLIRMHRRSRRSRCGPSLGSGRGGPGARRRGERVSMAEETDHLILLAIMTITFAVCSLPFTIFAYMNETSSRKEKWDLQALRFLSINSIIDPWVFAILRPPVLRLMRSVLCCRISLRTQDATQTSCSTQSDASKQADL
Hck Nef HTS – inhibitors of human Hck kinase activated by Nef; AID 463187; Recombinant Hck-YEEI plus Nef, Z-Lyte FRET kinase assay; inhibition, % at 20 µM; P08631; 0.68% of 220,000 active;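 active = Hck-Nef kinase inhibition above about 50%, limit read from the data; inactive = inhibition below that limit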;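 note: 0% = DMSO with Hck plus Nef and 100% = Hck alone without Nef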
zVAD death inh – L929 zVAD cell death inhibition; viability rescue, % at 10 µM; L929 zVAD necroptosis rescue, ATP luminescence, 24 h; with zVAD 60 µM; AID 1377; 0.38% of 220,000 active;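 active = activation, scaled between plate controls, above about 75%, limit read from the data; inactive = activation under that limit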;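 note: 0% = zVAD with DMSO and 100% = DMSO alone without zVAD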
eIF4E 4G PPI – inhibitors of eIF4E and eIF4G interaction in translation initiation; P63073+Q04637; TR-FRET eIF4E-eIF4GI(517-606) binding, 2 h; inhibition, % at 21.7 µM; 0.37% of 220,000 active;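 active = inhibition above about 30%, limit read from the data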;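 note: 0% = full FRET control wells and 100% = background wells lacking eIF4GI fragment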
EP2 mod – EP2 receptor (human) modulation | EP2-expressing cells, cAMP HTRF FRET, PGE2 co-stimulation | P43116 | induction, % at 25 µM | 0.83% of 260,000 active;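 active = compounds whose cAMP rise, as percent of the full-agonist control response, exceeds 60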;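 note: rat C6 glioma line stably carrying human EP2 under a CMV promoter; the protocol text gives 20 µM as final concentration; 100% = response of wells given 1 µM PGE2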
The depositor's hits bear a star; i = inactive; . = not tested or not shown; & = joins results of further samples; [ ] = remark or other dose. This is a subset, so the mix of outcomes need not match the whole.

SMILES | 14-3-3 Bad PPI | Rad51 HR inh | Tb hexokinase | m-calpain inh | EP2 antag | Hck Nef HTS | zVAD death inh | eIF4E 4G PPI | EP2 mod
CCCCCCC(=O)Nc1nc(C)c(-c2csc(Nc3cc(Cl)ccc3C)n2)s1 | 19 | -4 | -3 | -239 | 8 | 1 | 1.2 | 2 | 9
CCOC(=O)C1(Cc2ccc(OC)cc2)CCN(C(=O)c2cc3ccccc3[nH]2)CC1 | -13 | 8 | 3 | -24 | 9 | 20 | 2.1 | 6 | -8
CCOC(=O)c1c(-n2c(C)cc(C=O)c2C)sc2c1CCCC2 | -22 | . | -5 | 5 | 7 | 0 | 0.1 | -8 | 48
O=C(NCC1CCCO1)/C(=C\c1ccco1)NC(=O)c1ccc(Cl)cc1 (stereo not given) | -5 | . | -6 | 8 | 6 | 17 | -0.1 | 1 | 8
Cn1c(SCC2CCCO2)nnc1-c1cccc([N+](=O)[O-])c1 (stereo not given) | 8 | -4 | 6 | 17 | 4 | 9 | -1.1 | 5 | -7
O=C(O)CCC(=O)NN1C(=O)c2ccccc2NC1c1ccc(F)cc1 (stereo not given) | 5 | -4 | -8 | -293 | 4 | 4 | -0.8 | -10 | -21
CCCc1nc2ccccc2c(C(=O)OCC(=O)NCc2ccco2)c1CC | 8[fluorescence artefact?] | -6 | 0 | -40 | 7 | -17 | 0.2 | 0 | -9
N#Cc1c2n(c(=S)n(-c3ccc(OC(F)F)cc3)c1=O)CCCCC2 | -11 | 36 | -5 | 6 | 8 | 2 | -0.3 | -1 | -52
CCNC(=O)CCS(=O)(=O)c1ccc2ccccc2c1 | 8 | 3 | -2 | -19 | 2 | -2 | 0.1 | -3 | 19
COC(=O)c1ccc(NC(=O)CN2C(=O)CCC2=O)cc1 | -5 | 2 | -4 | -13 | 3 | 0 | 2.1 | 4[fluorescence artefact?] | 2
Cc1ccc(C(=O)COC(=O)C(C)N2C(=O)C3C4C=CC(C4)C3C2=O)cc1 (stereo not given) | 10 | . | 0 | -23 | 6 | 4 | -0.4 | -6 | 9
COc1cc(/C=C/c2nc3ccccc3s2)cc(OC)c1O | -3 | -46 | -8 | -154 | 5 | -5 | 0.8 | -2 | -80
CCC(=O)c1ccc(OCC(=O)Nc2nn3cnnc3s2)cc1 | 52 | 12 | 0 | -36 | 8 | 1 | 2.6 | 3 | 5
CN(C)S(=O)(=O)c1cccc(NC(=O)COC(=O)COc2ccc(Br)cc2)c1 | 6 | 9 | 0 | 5 | 6 | 21 | 0.3 | -19 | -2
CCOC(=O)N1CCC(NS(=O)(=O)c2cc3c(cc2Cl)NC(=O)CO3)CC1 | 0 | 5 | -2 | -7 | 13 | 0 | -0.5 | -6[fluorescence artefact?] | -9
Cc1c(NC(=O)Nc2ccc(Cl)c(Cl)c2)c(=O)n(-c2ccccc2)n1C | -1 | -4 | 5 | -4 | 10 | -12 | 1.0 | 3 | -24
CCOc1ccc(S(=O)(=O)NCCSc2ccccc2)cc1 | -14[fluorescence artefact?] | 7 | 6 | -8 | 6 | 2 | 0.2 | 5 | 3
COc1cc(C(=O)NCCC(C)C)ccc1OCc1ccc(Cl)cc1Cl | -20 | 5 | 40 | 22 | 9 | 7 | 39 | 0 | -96
COC(=O)CS(=O)(=O)c1cc(Br)cc2c1N(C(C)=O)CC2 | 4[fluorescence artefact?] | 2 | 17 | -31 | 11 | 2 | 0.0 | -4[fluorescence artefact?] | 10
COc1ccc(C)c2sc(=NC(=O)c3ccccc3)n(C)c12 | 2 | . | 10 | -31 | . | 6 | 1.0 | 3 | 34
CCc1ccc(C2CC(c3ccc(Cl)cc3)=NNC2=O)cc1 (stereo not given) | -11 | 6 | 1 | 22 | 12 | -2 | 0.3 | 14 | -18
CCOc1cc2[nH]c(=O)n(CCC(=O)NCc3ccc(OC)cc3)c(=O)c2cc1OCC | 4 | -8 | 4 | -26 | 7 | 0 | 1.0 | 5 | 34
COc1ccc(-n2cnc3c(cnn3CCC#N)c2=N)cc1 | -8 | -6 | 0 | -28 | 5 | 2 | -0.1 | 6 | 12
CCN(CC)C(=O)C1CCCN(c2ccc([N+](=O)[O-])cc2)C1 (stereo not given) | -12 | 3 | -13 | -5 | 7 | 19 | 4.2 | 2 | -12
COCCN(C(=O)Cn1nnc2ccccc21)C(C(=O)NC1CCCC1)c1cccc(OC)c1OC (stereo not given) | 4 | -8 | -6 | -16 | 17 | 1 | -0.7 | 4[fluorescence artefact?] | 7
CN1C=CC=C/C1=C(\C#N)c1nc2ccccc2[nH]1 | -25 | -4 | -23 | -8 | 36 | -1 | 1.0 | 1 | -1
COC(=O)c1ccc(N2CCN(C)CC2)c(NC(=O)c2cccnc2)c1 | -11 | 7 | 0 | -1 | 6 | 3 | 1.4 | 4 | 24
CCOCCCNC(=O)C(c1ccccc1)N(Cc1ccc2c(c1)OCO2)C(=O)c1ccccc1O (stereo not given) | -4 | . | -5 | -8 | 3 | 3 | 0.2 | 4 | 37
COc1ccc(-n2nc(C(=O)Nc3ccc4c(c3)OCO4)c3c4ccccc4n(C)c3c2=O)cc1 | . | -7 | -25 | . | 11 | 16 | 0.2 | . | .
CN(C(=O)Nc1ccc(Cl)cc1Cl)C1CCCC1 | -3 | . | 8 | 13 | 1 | 4 | 0.0 | -2 | 5
FC(F)(F)c1nc2ccccc2nc1N/N=C\c1ccccc1 | -12 | . | -8 | 11 | . | -1 | 0.0 | -2[fluorescence artefact?] | 26
CCN(Cc1ccccc1)Cc1c(C)[nH]c2c(C)c(C)ccc2c1=O | 9 | . | -6 | -17 | . | -2 | -0.3 | 8 | -5
C/C(=N\NC(=O)Cn1c(-c2ccccn2)nc2ccccc21)c1ccccc1 | -5[fluorescence artefact?] | -9 | 34 | -3 | 6 | 1 | 1.2 | -1 | -11
COc1ccc(C2NC(=O)NC(c3ccccc3)=C2c2nc3ccccc3s2)cc1 (stereo not given) | -2 | 0 | -44 | -175 | 6 | 5 | -0.3 | 3 | 47
C/C(NC(=O)c1ccccc1)=C1/C(=O)CC2C1C2(C)C (stereo not given) | -7 | -18 | -9 | 9 | 6 | 6 | 2.4 | 9 | 55
COc1ccccc1N1CCN(C(=O)c2oc3ccc(Br)cc3c2C)CC1 | -5 | 9 | -2 | 5 | 3 | -2 | 0.9 | 21[fluorescence artefact?] | -64
CC12CCC(C(=O)Nc3ccc4c(c3)OCCO4)(OC1=O)C2(C)C (stereo not given) | -7 | 6 | -4 | 9 | 13 | 1 | 0.9 | 0 | 1
O=C(N/N=C/c1cccc(Br)c1)c1ccc(Cn2cc(Br)cn2)o1 | 0 | 5 | 5 | 24 | 12 | 3 | 0.3 | -24 | -56
Cc1c(NC(=O)c2cc3c(=O)n4ccccc4nc3s2)c(=O)n(-c2ccccc2)n1C | -2 | 16 | -34 | -23 | 8 | 21 | 0.9 | -4 | 12
O=C1c2ccccc2NC(c2ccc(F)cc2)N1Cc1ccco1 (stereo not given) | -3 | 0 | 10 | i | 12 | 2 | 0.1 | 12 | 29
COc1ccc([N+](=O)[O-])cc1NC(=O)CCN1CCN(c2ccccc2OC)CC1 | 1 | 6 | -12 | -2 | 9 | 2 | 0.4 | 1 | 1
CC1(C(=O)NCc2ccc(F)cc2)Oc2ccccc2NC1=O (stereo not given) | -10 | 20 | -2 | 8 | 6 | 11 | 2.3 | 3 | 7
COc1cccc(NC(=O)CSc2nncn2N)c1 | -7 | 13 | 3 | 11 | 13&17 | 0 | 0.1 | -3 | 12&20
CC1CCN(C(=O)c2ccc(S(=O)(=O)Cc3cccc(F)c3)c([N+](=O)[O-])c2)CC1 | -10 | 8 | -2 | -1 | 6 | 3 | 0.4 | -1 | -45
CCn1c(SC)nnc1-c1nn(-c2ccccc2)ccc1=O | 8 | -95 | -5 | 2 | 9 | 22 | 0.5 | 6 | 9
O=C(Nc1ccc(N2CCN(C(=O)c3ccc(Cl)cc3)CC2)cc1)c1ccc(Br)o1 | 5 | 4 | -2 | -39 | 8 | 1 | 1.6 | 7 | -32
CC(C)OC(=O)CC1C(=O)NCCN1C(=S)NC(=O)c1ccccc1Cl (stereo not given) | 0 | -1 | -7 | 9 | 11 | 1 | -0.2 | 0 | 12
Cc1cc(NC(=O)CSc2nnc(-c3ccncc3)n2N)ccc1Br | -14 | 0 | -6 | 137* | 18 | 1 | 0.0 | -3 | -10

Compound profiles (already shown). Screens in order: 14-3-3 Bad PPI	Rad51 HR inh	Tb hexokinase	m-calpain inh	EP2 antag	Hck Nef HTS	zVAD death inh	eIF4E 4G PPI	EP2 mod
`Cc1cc(NC(=O)CSc2nnc(-c3ccncc3)n2N)ccc1Br` as listed: -14	0	-6	137*	18	1	0.0	-3	-10
`O=C1c2ccccc2NC(c2ccc(F)cc2)N1Cc1ccco1` (stereo not given) as listed: -3	0	10	i	12	2	0.1	12	29

Carrying on.
SMILES | 14-3-3 Bad PPI | Rad51 HR inh | Tb hexokinase | m-calpain inh | EP2 antag | Hck Nef HTS | zVAD death inh | eIF4E 4G PPI | EP2 mod
CN1CCN(C(=O)c2cc3nc(-c4ccc(Cl)cc4)cc(C(F)(F)F)n3n2)CC1 | 37 | 6 | 8 | -288 | 14 | 1 | 0.9 | -4 | -30
N=c1c[n+](N2CCOCC2)[n-]o1 | 6 | 3&0 | 7 | 18 | 14&16&7 | -2 | 2.6 | 12 | 21&19
O=C(COC(=O)c1ccco1)Nc1ccc2c(c1)OCCO2 | -1 | 3 | -2 | -6 | 14 | 0 | -0.2 | -1 | 5
CC(C)Oc1ccc(/C=C(\NC(=O)/C=C/c2ccco2)C(=O)NCCc2nc3ccccc3[nH]2)cc1 | 1 | -16 | -24 | -66 | 9 | 3 | 1.1 | 4[fluorescence artefact?] | 2
O=C(NC(NC(=S)Nc1cccc(C(=O)O)c1)C(Cl)(Cl)Cl)OCc1ccccc1 (stereo not given) | 3 | 4 | -12 | -26 | 8 | 5 | 0.1 | 6[fluorescence artefact?] | 10
Cc1cc(NC(=O)CSc2nnc(Cc3ccccc3)n2C)no1 | -11 | -3 | 5 | 16 | 6&10 | 15 | 0.8 | 0[fluorescence artefact?] | -3&20
CC(=O)Oc1ccc(C2(C)CC(C)(C)NC(=S)N2C)c(OC(C)=O)c1 (stereo not given) | -10 | 16 | -7 | -17 | 2 | 15 | 1.3 | 4 | 40
COc1cccc(Nc2nnc(SCc3nc4ccccc4s3)s2)c1 | 6 | -2 | 1 | 19 | 4 | 6 | 1.3 | 3 | -18

By substructure: those above containing a furan ring, fused or not (8)
SMILES | 14-3-3 Bad PPI | Rad51 HR inh | Tb hexokinase | m-calpain inh | EP2 antag | Hck Nef HTS | zVAD death inh | eIF4E 4G PPI | EP2 mod
O=C(NCC1CCCO1)/C(=C\c1ccco1)NC(=O)c1ccc(Cl)cc1 (stereo not given) | -5 | . | -6 | 8 | 6 | 17 | -0.1 | 1 | 8
CCCc1nc2ccccc2c(C(=O)OCC(=O)NCc2ccco2)c1CC | 8[fluorescence artefact?] | -6 | 0 | -40 | 7 | -17 | 0.2 | 0 | -9
COc1ccccc1N1CCN(C(=O)c2oc3ccc(Br)cc3c2C)CC1 | -5 | 9 | -2 | 5 | 3 | -2 | 0.9 | 21[fluorescence artefact?] | -64
O=C(N/N=C/c1cccc(Br)c1)c1ccc(Cn2cc(Br)cn2)o1 | 0 | 5 | 5 | 24 | 12 | 3 | 0.3 | -24 | -56
O=C1c2ccccc2NC(c2ccc(F)cc2)N1Cc1ccco1 (stereo not given) | -3 | 0 | 10 | i | 12 | 2 | 0.1 | 12 | 29
O=C(Nc1ccc(N2CCN(C(=O)c3ccc(Cl)cc3)CC2)cc1)c1ccc(Br)o1 | 5 | 4 | -2 | -39 | 8 | 1 | 1.6 | 7 | -32
O=C(COC(=O)c1ccco1)Nc1ccc2c(c1)OCCO2 | -1 | 3 | -2 | -6 | 14 | 0 | -0.2 | -1 | 5
CC(C)Oc1ccc(/C=C(\NC(=O)/C=C/c2ccco2)C(=O)NCCc2nc3ccccc3[nH]2)cc1 | 1 | -16 | -24 | -66 | 9 | 3 | 1.1 | 4[fluorescence artefact?] | 2
